# MsrA inh – bovine MsrA enzyme inhibitors, primary screen, biochemical, absorbance, HTS | Methionine sulfoxide reductase A (Bos taurus) | purified bovine MsrA, absorbance read-out | inhibition, % at 15.5 µM | 360,000 compounds, 0.75% hits | AID 651718, 2012; in the data active = inhibition above about 4.5%;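 also: 0% = vehicle wells with enzyme and 100% = reference inhibitor wells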
# Rin1 Abl inh – inhibitors of Rin1-Abl protein binding, primary screen, biochemical, TR-FRET. Tyrosine-protein kinase ABL1 (Homo sapiens) + Ras and Rab interactor 1 (Homo sapiens), …. 360,000 compounds, 0.4% hits. AID 588664, 2011. inhibition, % at 7.35 µM; in the data active = inhibition above about 5%, passing the limit was not always enough
# MsrA act – bovine MsrA enzyme activators, primary screen, biochemical, absorbance, HTS; Methionine sulfoxide reductase A (Bos taurus); purified bovine MsrA, absorbance read-out; activation, % at 10.6 µM; 360,000 compounds, 0.3% hits; AID 602163, 2012; in the data active = activation above about 7.5%;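 also: 0% = vehicle and 100% = reference activator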
# CSN deneddyl inh – inhibitors of CSN-mediated cullin deneddylation, primary screen, biochemical, fluorescence polarization, uHTS; Purified CSN, SCF-Nedd8-OG deneddylation; inhibition, % at 12.5 µM; COP9 signalosome complex subunit 5 (Homo sapiens), Q92905; 360,000 compounds, 0.38% hits;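 active = pattern-corrected inhibition above about 35%, with an unprinted fluorescence ratio check between 0.5 and 1.5, limit read from the data, passing the limit was not always enough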;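 also: 0% = enzyme with substrate and 100% = substrate without enzyme; some results filed as inactive read as strong as hits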
# Target sequence (Q92905 whole entry, looked up, one chain of several): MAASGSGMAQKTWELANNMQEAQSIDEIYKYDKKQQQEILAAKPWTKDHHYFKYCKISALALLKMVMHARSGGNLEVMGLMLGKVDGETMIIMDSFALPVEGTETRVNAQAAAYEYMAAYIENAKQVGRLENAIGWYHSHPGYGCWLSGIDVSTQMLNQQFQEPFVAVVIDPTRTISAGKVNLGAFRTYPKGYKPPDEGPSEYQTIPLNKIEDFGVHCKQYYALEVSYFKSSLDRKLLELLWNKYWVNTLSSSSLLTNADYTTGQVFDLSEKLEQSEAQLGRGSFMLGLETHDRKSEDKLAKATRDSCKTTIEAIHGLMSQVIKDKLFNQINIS
#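 Assay system: purified human Csn5 enzyme expressed in HEK293T cells; Input: 0.24 nM Csn5 enzyme, final concentration; Reagent: 10 nM SCFSkp2-Nedd8OG; Compound dosing: 12.5 µM single point; Times: reaction 90 min, room temperature; Technique: fluorescence polarization readout.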
# eLon inh – inhibitors of E. coli Lon protease, primary screen, biochemical, fluorescence polarization. purified E. coli Lon protease. inhibition, % at 7.94 µM. 360,000 compounds, 0.42% hits; in the data active = inhibition above about 13%, passing the limit was not always enough;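 also: 0% = enzyme with probe and DMSO and 100% = no enzyme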
# MT1-MMP act inh – blockers of MT1-MMP proenzyme processing, primary screen, HT1080 RFP-PRO-GFP cells, GFP/RFP fluorescence | AID 651647, 2012 | 360,000 compounds, 0.061% hits | Matrix metalloproteinase-14 (Homo sapiens), P50281 | GFP/RFP ratio change, % at 20 µM | GFP/RFP ratio fluorescence, overnight; percent of plate control window, DMSO zero;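 active = GFP/RFP ratio change of at least 30% with cell ATP level not reduced by more than half and red fluorescence within 50% of control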; also: strong numbers were not always called active
#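 Assay system: HT1080 RFP-PRO-GFP cells | Dosing: 20 µM single dose, 1% DMSO | Incubation: Cells overnight before dosing, compound overnight, 37 °C, 5% CO2 | Evaluation: GFP/RFP fluorescence ratio | Control set: DMSO-only wells and HT1080 RFP-L50D-GFP cell wells as references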
# Rpn11 inh – Rpn11 (PSMD14) deubiquitinase inhibitors, primary screen, biochemical, fluorescence polarization, uHTS | human 26S proteasome, Ub4-pepOG fluorescence polarization; 20S core pre-blocked with epoxomicin | 360,000 compounds, 0.59% hits | calls only at 20 µM;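 active = inhibition at 20 µM, scaled to each plate's controls, above about 33%, limit read from the data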
# Target sequence (O00487 whole entry, looked up): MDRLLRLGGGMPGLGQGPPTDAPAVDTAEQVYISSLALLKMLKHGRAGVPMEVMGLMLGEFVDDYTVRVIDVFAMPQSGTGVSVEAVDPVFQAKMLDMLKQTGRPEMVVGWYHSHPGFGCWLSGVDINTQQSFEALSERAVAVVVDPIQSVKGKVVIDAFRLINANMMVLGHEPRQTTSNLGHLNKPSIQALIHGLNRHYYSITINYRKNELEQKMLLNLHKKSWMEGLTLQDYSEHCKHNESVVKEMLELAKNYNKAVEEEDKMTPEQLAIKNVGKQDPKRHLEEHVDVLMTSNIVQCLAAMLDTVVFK
# MLLE-PAM2 inh – inhibitors of PABP1 MLLE–PAM2 peptide binding, primary screen, biochemical, fluorescence polarization, FITC-PAM2, GST-MLLE; 360,000 compounds, 0.36% hits; inhibition, % at 20 µM; AID 588489, 2011; in the data active = inhibition above about 35%, passing the limit was not always enough;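 also: plate controls were DMSO wells with GST-MLLE for no effect and wells lacking GST-MLLE protein for full effect; some results filed as inactive read as strong as hits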
# FAS TE block – FAS thioesterase domain inhibitors, primary screen, biochemical, fluorescence intensity, uHTS. 360,000 compounds, 0.67% hits. Fatty acid synthase (Homo sapiens), P49327. inhibition, % at 15 µM. recombinant FAS-TE, OMFH fluorogenic substrate, fluorescence endpoint;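 active = compounds whose normalised, plate-corrected inhibition of enzyme fluorescence in the single-dose primary screen is 50% or more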;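 also: 0% = DMSO with enzyme and 100% = substrate without enzyme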
# * hit, by the source's call; i = inactive; x = not tested or not shown.
SMILES,MsrA inh,Rin1 Abl inh,MsrA act,CSN deneddyl inh,eLon inh,MT1-MMP act inh,Rpn11 inh,MLLE-PAM2 inh,FAS TE block
N#Cc1cccc(C(=O)Nc2cc(S(=O)(=O)N3CCOCC3)ccc2N2CCCC2)c1,1.3,2,-13,0,6,-4,i,6,-4
CC1(C(=O)NC2CCCC2)CCC(=O)N1Cc1ccccc1Cl (configuration not stated),0.8,4,-1,6,-2,-4,i,9,-2
CCOC(=O)c1ccc(N(C(=O)c2cnccn2)C(C(=O)NC2CCCCC2)c2cn(C)nc2C)cc1 (configuration not stated),0.4,0,-4,-5,-4,4,i,2,-1
COc1ccc(C2C(Oc3ccccc3C)C(=O)N2Cc2ccc(F)cc2)cc1OC (configuration not stated),-0.5,2,-8,-4,0,-4,i,16,14
CCC1=NN(C(=O)c2ccccc2O)C(O)(c2ccccc2)C1 (configuration not stated),0.7,0,-2,1,10,-1,i,0,11
CCOC(=O)Cc1nn2c(=O)cc(C)nc2s1,1.9,-2,-10,5,0,-19,i,-5,-13
CC1CCCCC1NC(=O)C1Cc2ccccc2CN1S(C)(=O)=O (configuration not stated),1.9,-3,-11,-6,2,4,i,-6,-5
CC1CN(C2CCN(C(=O)c3cccc(Cl)c3)CC2)CC(C)O1 (configuration not stated),-0.1,1,-2,4,-3,2,i,-9,-6
Cc1ccc(NC(=O)Cc2ccc(Cl)cc2)nc1,1.2,-1,-2,2,-2,-6,i,12,4
Cc1ccc(NC(=O)CSc2nnc(C)c(=O)n2N)cc1Cl,0.7,0,-5,3,-6,3,i,2,-8
COc1ccc(Br)cc1CN(C)C(=O)c1ccccc1SCC(=O)N1CCCC1,0.2,5,-10,-5,4,-5,i,-3,-1
COc1ccc(-c2nn(-c3ccccc3)cc2C(=O)Nc2nccs2)cc1OC,-0.6,-1,2,3,-3,-7,i,7,9
COc1ccc(-n2c(SCC(=O)NNC(=O)c3ccc(C)cc3)nnc2-c2ccncc2)cc1,-1.7,-1,-1,12,-10,-3,i,-1,-11
Nc1cc(C(=O)OCC(=O)NCCCc2ccccc2)ccc1Cl,0.9,3,-13,-1,1,0,i,6,13
CNC(=O)COc1coc(CN2CCN(c3ccc(OC)cc3)CC2)cc1=O,1.1,2,-2,2,-2,3,i,9,-7

# Eleven entries out of the list, sorted by length of the SMILES, high to low:
SMILES,MsrA inh,Rin1 Abl inh,MsrA act,CSN deneddyl inh,eLon inh,MT1-MMP act inh,Rpn11 inh,MLLE-PAM2 inh,FAS TE block
CCOC(=O)c1ccc(N(C(=O)c2cnccn2)C(C(=O)NC2CCCCC2)c2cn(C)nc2C)cc1 (configuration not stated),0.4,0,-4,-5,-4,4,i,2,-1
COc1ccc(-n2c(SCC(=O)NNC(=O)c3ccc(C)cc3)nnc2-c2ccncc2)cc1,-1.7,-1,-1,12,-10,-3,i,-1,-11
N#Cc1cccc(C(=O)Nc2cc(S(=O)(=O)N3CCOCC3)ccc2N2CCCC2)c1,1.3,2,-13,0,6,-4,i,6,-4
COc1ccc(C2C(Oc3ccccc3C)C(=O)N2Cc2ccc(F)cc2)cc1OC (configuration not stated),-0.5,2,-8,-4,0,-4,i,16,14
COc1ccc(-c2nn(-c3ccccc3)cc2C(=O)Nc2nccs2)cc1OC,-0.6,-1,2,3,-3,-7,i,7,9
CC1CN(C2CCN(C(=O)c3cccc(Cl)c3)CC2)CC(C)O1 (configuration not stated),-0.1,1,-2,4,-3,2,i,-9,-6
CC1CCCCC1NC(=O)C1Cc2ccccc2CN1S(C)(=O)=O (configuration not stated),1.9,-3,-11,-6,2,4,i,-6,-5
CC1(C(=O)NC2CCCC2)CCC(=O)N1Cc1ccccc1Cl (configuration not stated),0.8,4,-1,6,-2,-4,i,9,-2
Nc1cc(C(=O)OCC(=O)NCCCc2ccccc2)ccc1Cl,0.9,3,-13,-1,1,0,i,6,13
Cc1ccc(NC(=O)Cc2ccc(Cl)cc2)nc1,1.2,-1,-2,2,-2,-6,i,12,4
CCOC(=O)Cc1nn2c(=O)cc(C)nc2s1,1.9,-2,-10,5,0,-19,i,-5,-13

# Additional records.
SMILES,MsrA inh,Rin1 Abl inh,MsrA act,CSN deneddyl inh,eLon inh,MT1-MMP act inh,Rpn11 inh,MLLE-PAM2 inh,FAS TE block
Cn1c(=O)c2c(-c3ccccc3)n(-c3ccccc3S)cc2n(C)c1=O,-1.1,-4,-3,-4,-3,0,i,-2,-2
CC1=NN(c2ccccc2)C(=O)/C1=C\c1cc(C)n(-c2ccccc2)c1C,0.4,2,-1,2,9,2,i,-5,-8
CCC(C)[C@H](NC(=O)[C@@H]1Cc2c([nH]c3ccccc23)C2c3ccccc3C(=O)N21)C(=O)NCC1CCCO1 (some centres not stated),0.4,-2,1,-1,3,1,i,0,2
COc1ccccc1CC(=O)Nc1cccc(S(=O)(=O)N2CCOCC2)c1,-0.4,0,-8,8,0,3,i,6,-2
CC(Oc1ccc(Cl)cc1Cl)c1ccn[nH]1 (configuration not stated),0.1,0,-1,-1,-1,4,i,-4,1
CC12CCC(=O)C=C1CCC1C2C(O)CC2(C)C(c3csc(N)n3)CCC12 (configuration not stated),0.0,2,-3,5,-45,-5,i,-22,-3
OC[C@@H]1CN(Cc2ccncc2)C[C@H](n2cnc3c(N4CCCC4)ncnc32)O1,-1.3,1,0,-4,-7,2,i,-7,-1
C[C@H](CO)N1C[C@H](C)[C@@H](CN(C)S(=O)(=O)c2ccc(F)cc2)Oc2ccc(NC(=O)Nc3ccccc3)cc2C1=O,-1.1,3,-2,0,-1,8,i,-2,5
COC(=O)C1CC(c2ccccc2)N(c2ccccc2)O1 (configuration not stated),-0.4,-4,-3,-2,-10,3,i,-1,3
CCN(C(=O)COC(=O)c1ccc(O)cc1)c1cccc2ccccc12,-1.0,6,-1,-5,-11,-4,i,-3,0
Cc1ccc(Oc2cc(C#N)c(C#N)cc2-n2nnc3ccccc32)cc1C,x,-4,-4,2,-3,-1,i,-5,-4
CCCn1c(NC(=O)CCS(=O)(=O)c2ccc(C)cc2)nc2ccccc21,0.9,-1,-2,4,-45,-23,i,-43,-4
O=C(CSc1nc2ccccc2c(=O)n1Cc1ccc(F)cc1)NCC1CCCO1 (configuration not stated),-0.9,-2,0,0,1,12,i,-42,2
Cc1cc(Cl)ccc1OC(C)C(=O)N1CCCN(C(=O)C(C)Oc2ccc(Cl)cc2C)CC1 (configuration not stated),0.2,0,3,-5,-4,-13,i,-8,26
CCCOC(=O)/C=C/c1c(C)[nH]c(=O)[nH]c1=O,1.3,-1,-3,-6,4,4,i,11,-8
COc1ccc(-c2cc(C(F)(F)F)nc(SCCC(=O)N3CCN4CCCC4C3)n2)cc1 (configuration not stated),1.4,-2,-14,2,-4,-4,i,-14,2
O=C(OC1CCCCC1=O)c1ccc(S(=O)(=O)Nc2ccccc2)cc1 (configuration not stated),-0.9,-2,-3,7,-5,0,i,-16,7
CC(=O)Nc1ccc(S(=O)(=O)NNC(=O)c2ccc3c(c2)OCO3)cc1,-0.1,0,-2,-4,-7,-2,i,16,0
C=CC[C@@H](Cc1ccc(F)cc1)C(=O)OC[C@@H]1CCCN1C(=O)[C@H](CC=C)CC(=O)N(CCO)Cc1ccccc1,-0.2,-3,0,0,-7,2,i,16,18
COc1ccc(C2Nc3ccccc3C(=O)N2Cc2ccccc2)cc1CSc1ccccn1 (configuration not stated),2.2,0,1,-5,-6,-4,i,12,26
Cc1ccccc1-c1cc2nc(Oc3cccc4ccccc34)n(C)c(=O)c2s1,0.2,-3,-3,4,2,2,i,-9,5
Cc1ccc(SCCSc2nc(N)cc(=O)[nH]2)cc1,0.7,0,-1,-1,2,4,i,5,1
O=C(O)CNC(=S)N(Cc1ccco1)Cc1ccccc1Cl,-0.5,0,-3,-13,-5,3,i,-3,-8
CCN(CC(=O)Nc1c(F)cccc1F)C(=O)c1cc(-c2cccs2)nn1-c1ccccc1,1.6,1,-1,-2,-19,-3,i,-5,7
CC(C)[C@H](NC(=O)c1ccccc1)C(=O)N1CCc2ccccc21,0.3,-1,-1,6,5,-7,i,-4,-6
CC(=O)Nc1cccc(NS(=O)(=O)c2cc3c4c(c2)CCN4C(=O)CC3)c1,-1.0,2,-1,-6,-4,3,i,10,-18
O=C(O)c1cc(-c2ccc(Cl)s2)[nH]n1,-0.3,-8,0,3,-6,8,i,11,-4
Cc1cccc2c1cnn2C(=O)Nc1cc(F)ccc1F,-1.1,-1,-1,3,-3,-4,i,21,0
Cc1nnc(SCC(=O)Nc2cccc(S(=O)(=O)N(C)c3ccccc3)c2)s1,1.0,-1,-2,-4,-10,-4,i,3,-4
Cc1ccc(S(=O)(=O)N2C[C@H]3[C@H]4C(=O)N(Cc5ccccc5)C(=O)[C@H]4CC(=O)[C@H]3[C@@H]2c2cccc3ccccc23)cc1,-0.3,3,-2,-4,-3,2,i,4,50
COc1ccc(OC)c(C=Nc2ccccc2-c2nc3ccccc3[nH]2)c1,1.0,-3,-8,0,2,2,i,-18,15
COc1ccc(/C(C)=N/N2CCCCC2)c(O)c1,-1.4,1,1,2,-2,0,i,4,3
Nc1ncnc2c1ncn2[C@@H]1O[C@H](CNS(=O)(=O)C2CC2)[C@@H](O)[C@H]1O,-1.1,4,2,-1,1,-1,i,-9,-6
CNc1nc(=O)n(C2CCCO2)cc1C (configuration not stated),0.0,3,-2,-2,2,1,i,3,0
CC#CC(=O)N1CCCC(C(=O)c2ccc(SC)cc2)C1 (configuration not stated),0.6,-2,-13,-5,-3,5,i,-3,-5
Cc1ccc(N2C(=O)C3ON(c4ccccc4)C(c4ccncc4)C3C2=O)c(C)c1 (configuration not stated),1.4,-1,-3,0,1,-2,i,9,1
Cn1c(C(O)c2ccccc2)nc(Cl)c1Cl (configuration not stated),0.1,2,1,-2,0,4,i,-2,-10
CCNC(=O)Cn1cc(C(F)(F)F)cc(Cl)c1=O,-0.5,1,-2,1,1,0,i,-3,-4
CCN(c1ccccc1)S(=O)(=O)c1ccc(Cl)c(NC(=O)COC(=O)c2ccc(Cl)c(N)c2)c1,1.4,-3,-4,-2,7,-1,i,-6,21

# From PubChem BioAssay
